High-throughput results from PubChem.
Lamin A splicing: modulators of lamin A splicing; HeLa LMNA splicing GFP/RFP minigene ratio, 48 h; Potency, µM (highest dose often 46.1 µM), without a hit: at the highest dose ratio change, negative = inhibition, most hits filed as inhibitors; 200,000 compounds, 0.01% hits; active = well fitted inhibition curve with a large enough effect in the signal ratio, with a control signal flat, not every such curve was filed as active; inconclusive = small, poorly fitted or top-dose-only effect, or effect the other way, or a change in a side signal; the % refers to the signal ratio; also: potency is read from the fitted curve at half-maximal effect; % is scaled to controls: 0 for no effect and ±100 for the full control effect
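S3 HeLa stable clones carrying a lamin A-EGFP splicing minigene plus DsRed2 were seeded at 600 cells/well in Opti-MEM with 2% FBS, pin-dosed and incubated 48 h at 37°C. Acumen cytometry (488 nm) gave the GFP/RFP total-intensity ratio.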
Epigenetic reg: derepresses silenced GFP reporter in murine cells; murine LDR cells, GFP reporter derepression, 30 h; Potency, µM (doses to about 53.9 µM), inactives show at the highest dose GFP activation, usual class: activators; 280,000 compounds, 0.2% hits; AID 1865; also: potency is read from the fitted curve at half-maximal effect; % of control where 0% means no effect; nearly all actives have a fitted effect of over 60% in size
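Derepression of a silenced CMV-GFP reporter in murine LDR cells is scored by enumerating GFP-positive cells with a laser-scanning microplate cytometer after 30 hours of treatment at 37 C.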
Luc counter: blocks Kinase-Glo luciferase, a counter-screen artifact | Potency, µM (series often up to 38.3 µM), for the others: top-dose activity change, negative = inhibition, actives largely listed as inhibitors | 200,000 compounds, 0.28% hits | Q27757 | Kinase-Glo luciferase, ATP luminescence, 8 min; also: potency is read from the fitted curve at half-maximal effect; % is scaled to controls: 0 for no effect and ±100 for the full control effect; nearly all actives have a fitted effect of over 60% in size
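Recombinant Kinase-Glo luciferase, 10 uM ATP (linear range), luciferin; imidazole pH 7.2 / KCl / MgCl2 / Tween / BSA buffer; 8 min RT; luminescence.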
IMPase Li cell: membrane-permeable IMPase blocker, potentiated with lithium | CHO-M1 cells, IP1 TR-FRET (IP-One), carbachol + lithium | 210,000 compounds, 0.35% hits | Potency, µM (titrated, usually from 59.4 µM), without a hit: at the highest dose activity, negative = IMPase inhibition, actives largely listed as inhibitors;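 also: IP1 builds up when IMPase is blocked and the TR-FRET signal falls; potency is read from the fitted curve at half-maximal effect; plate controls were basal vehicle for no effect and high inhibitor control for full effect; nearly all actives have a fitted effect of over 50% in size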
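Lithium-sensitised IP1 accumulation assay; M1-expressing CHO cells treated 30 min at 37C with compound. Competitive antibody detection by time-resolved FRET followed a 10 min room-temperature lysis step.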
GLA spleen mod: inhibits or activates alpha-galactosidase in human spleen homogenate; AID 2107; Potency, µM (top dose mostly 80 µM), inactives show at the highest dose activity change, negative = inhibition, actives largely listed as inhibitors; 240,000 compounds, 0.008% hits; human spleen homogenate, 4MU-alpha-Gal fluorescence, 40 min; P06280;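 also: potency is read from the fitted curve at half-maximal effect; 0% = enzyme with vehicle and -100% = no enzyme basal signal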
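Inhibition or activation of alpha-galactosidase in human spleen homogenate is scored by 4-MU fluorescence after 40 min at 37C, pH 5.0, with 1 mM substrate. AC50s come from concentration-response fitted to the Hill equation.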
CBFb-RUNX1 inh: inhibitors of human CBF-beta and RUNX1 interaction; AlphaScreen CBFb-His/RUNX1-biotin binding, biochemical; Q01196+Q13951; Potency, µM (highest dose often 59.8 µM), inactives show at the highest dose activity, negative = inhibition, hits mostly inhibitors; AID 1477; 230,000 tested, under 10 active; also: % of control where 0% means no effect
Target sequence (Q01196 whole entry, looked up): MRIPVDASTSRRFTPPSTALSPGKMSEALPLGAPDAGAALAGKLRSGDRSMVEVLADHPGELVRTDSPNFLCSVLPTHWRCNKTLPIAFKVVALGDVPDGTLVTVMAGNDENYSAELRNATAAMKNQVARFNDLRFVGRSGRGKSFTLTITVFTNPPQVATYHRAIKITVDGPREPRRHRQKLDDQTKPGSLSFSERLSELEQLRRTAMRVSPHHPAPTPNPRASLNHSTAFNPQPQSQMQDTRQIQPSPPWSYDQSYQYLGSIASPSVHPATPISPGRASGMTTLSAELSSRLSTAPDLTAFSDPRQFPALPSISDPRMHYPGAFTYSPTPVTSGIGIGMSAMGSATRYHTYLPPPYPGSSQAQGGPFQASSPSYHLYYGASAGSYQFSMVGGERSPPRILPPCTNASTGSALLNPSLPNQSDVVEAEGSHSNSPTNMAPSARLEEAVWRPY
Target sequence (Q13951 whole entry, looked up): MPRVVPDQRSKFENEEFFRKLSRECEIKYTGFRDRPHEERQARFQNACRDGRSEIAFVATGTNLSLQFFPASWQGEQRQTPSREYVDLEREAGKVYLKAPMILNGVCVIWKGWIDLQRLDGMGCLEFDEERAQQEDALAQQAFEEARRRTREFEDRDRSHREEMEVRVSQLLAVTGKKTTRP
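AlphaScreen binding: CBFb-His and RUNX1-biotin (30 nM each) preincubated 20 min, compound added for 15 min, then nickel and streptavidin beads for 90 min, all at room temperature. Disruption of the interaction by any mechanism counts as activity.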
NPSR antagonist: neuropeptide S receptor (human) antagonism, cAMP; CHO-NPSR cells, cAMP TR-FRET, antagonist mode; Potency, µM (doses to about 38.3 µM), for inactives: at the highest dose activity change, negative = inhibition, usual class: inhibitors; Q6W5P4; 220,000 compounds, 1% hits; also: potency is read from the fitted curve at half-maximal effect; % is scaled to controls: 0 for no effect and ±100 for the full control effect; nearly all actives have a fitted effect of over 50% in size; many of its hits are not listed in these tables
Target sequence (Q6W5P4 whole entry, looked up): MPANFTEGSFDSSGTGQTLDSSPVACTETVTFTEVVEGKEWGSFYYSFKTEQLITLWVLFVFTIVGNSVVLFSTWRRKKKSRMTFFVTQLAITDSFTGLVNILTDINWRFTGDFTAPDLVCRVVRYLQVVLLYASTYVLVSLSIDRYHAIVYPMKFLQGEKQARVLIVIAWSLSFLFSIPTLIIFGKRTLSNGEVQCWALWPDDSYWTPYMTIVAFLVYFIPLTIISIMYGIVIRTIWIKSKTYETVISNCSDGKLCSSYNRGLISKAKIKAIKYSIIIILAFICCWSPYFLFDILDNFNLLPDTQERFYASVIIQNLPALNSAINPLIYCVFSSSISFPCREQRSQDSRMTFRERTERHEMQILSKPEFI
Active calls of the source: *; ? = inconclusive; nt = not tested or not shown; [ ] = remark or other dose. Unless noted, calls follow the shape of the dose curve; as a rule, active = well fitted curve in the direction sought with a large enough effect; inconclusive = small, poorly fitted or top-dose-only effect, or another doubt; inactive = no such curve, though single readings can be large; an effect the other way counts as inactive or inconclusive.

#1 CC1=CC(C)(C)NC(=S)N1c1cc(C)cc(C)c1
#2 Cc1ccc(-c2c[n+](CC(=O)Nc3ccccc3C)c3n2CCC3)cc1
#3 COc1ccc(C(=O)CN2CCN(S(=O)(=O)c3cccc([N+](=O)[O-])c3)CC2)cc1
#4 CCSc1nnc(NC(=O)/C=C/c2ccco2)s1
#5 Cc1ccccc1CN1C[C@@H]2C[C@@H](c3cn[nH]c3-c3ccccc3)N3CCC[C@@]23C1=O

assay / compound	1	2	3	4	5
Lamin A splicing	4%[46 µM]	nt	-14%	nt	nt
Epigenetic reg	1.1%	0.1%	1.3%	-0.9%	-4.5%
Luc counter	0%	nt	4%	0%	-1%
IMPase Li cell	2%	nt	8%	-5%	10%
GLA spleen mod	-3%	-10%	-3%	1%	6%
CBFb-RUNX1 inh	-1%	3%	0%	1%	3%
NPSR antagonist	-15%	1%	-11%[46.1 µM]	-6%	44%

#6 Cc1cc(C)c(NC(=O)NC(=O)C(Cl)(Cl)Cl)c(C)c1
#7 NC(=O)Cn1c(=O)n(-c2ccccc2)c(=O)c2oc3ccccc3c21
#8 Cn1ccnc1SCCC#N
#9 O=C(N/N=C/C(Br)=C\c1ccccc1)c1ccc2nc[nH]c2c1
#10 CCOC(=O)C1=C(CC)Nc2ccccc2N=C1NC(=O)c1oc2ccccc2c1C

assay / compound	6	7	8	9	10
Lamin A splicing	8%[46 µM]	?	2%	?	-1%[46 µM]
Epigenetic reg	-3.6%	-3.7%	-0.3%	0.0%	2.5%
Luc counter	-2%	-1%	7%	0%	-1%
IMPase Li cell	2%	-6%	-9%[38.3 µM]	-6%	-2%
GLA spleen mod	-2%	0%	-7%	-1%	-3%
CBFb-RUNX1 inh	0%	2%	1%	5%	-3%
NPSR antagonist	18%	13%	-7%[46.1 µM]	-17%	?

#11 CCC(C)NC(=O)c1ccccc1NC(=O)CN(c1ccc(OC)cc1)S(C)(=O)=O (configuration not stated)
#12 COc1cc(C(=O)Nc2ccc(C(C)=O)cc2)c(Br)c(OC)c1OC
#13 COC(=O)N1CCC2(CC1)CCN(C(c1ccccc1)c1ccccc1)CC2
#14 O=C1CSC(c2ccccc2F)N1 (configuration not stated)
#15 CC(=O)Nc1ccc(NCC(O)COc2ccccc2)cc1 (configuration not stated)

assay / compound	11	12	13	14	15
Lamin A splicing	3%	?	nt	nt	5%
Epigenetic reg	-1.6%	-0.9%	nt	0.0%	-0.8%
Luc counter	6%	6%	1%	nt	18%
IMPase Li cell	-4%[38.3 µM]	9%	27%	nt	15%[38.3 µM]
GLA spleen mod	3%	3%	3%	19%	-1%
CBFb-RUNX1 inh	-1%	6%	nt	6%	6%
NPSR antagonist	-6%[46.1 µM]	8%	nt	19%	-1%[46.1 µM]

#16 CCN1CCN(C(=O)c2ccc3c(c2)c(C)c(C)n3Cc2ccccc2)CC1
#17 CCN(CC)C(=O)CSc1nnc(-c2ccccn2)n1-c1ccc(C)c(C)c1
#18 CCCCCC/C(=N/O)c1ccccn1
#19 O=C(Cn1ncn2c(cc3ccccc32)c1=O)NCc1ccco1
#20 S=c1[nH]c(-c2ccccc2)cn1/N=C/c1ccc(Br)cc1

assay / compound	16	17	18	19	20
Lamin A splicing	-2%[46 µM]	2%	?	?	nt
Epigenetic reg	-1.2%	0.0%	0.0%	-1.9%	10%
Luc counter	2%	2%	-4%	-5%	-1%
IMPase Li cell	-3%	8%[38.3 µM]	-2%[38.3 µM]	-20%[38.3 µM]	-1%
GLA spleen mod	4%	8%	-7%	2%	-6%
CBFb-RUNX1 inh	-10%	-6%	-25%	0%	6%
NPSR antagonist	-15%	-3%[46.1 µM]	-14%[46.1 µM]	?	-32%

#21 O=[N+]([O-])c1cc(/C=N/O)ccc1Sc1ccccc1
#22 CCOC(=O)NC(=O)COC(=O)CCCSc1nc2ccccc2s1
#23 Cc1ccc(C(=O)N/C(=C/c2cccc([N+](=O)[O-])c2)C(=O)NC(C)C)cc1
#24 CCOc1ncccc1C(=O)OCC(=O)Nc1ccc(S(=O)(=O)N2CCOCC2)cc1
#25 O=C1NC(c2ccccc2)=CC(c2ccccc2)N1 (configuration not stated)

assay / compound	21	22	23	24	25
Lamin A splicing	-1%	5%[46 µM]	-12%	-16%	-14%[46 µM]
Epigenetic reg	-1.0%	-1.4%	-1.0%	0.0%	6.3%
Luc counter	-2%	0%	5%	nt	-3%
IMPase Li cell	29%[38.3 µM]	2%	0%	nt	-2%
GLA spleen mod	-13%	23%	1%	0%	-3%
CBFb-RUNX1 inh	5%	0%	-9%	-6%	11%
NPSR antagonist	?	4%	9%	5%[46.1 µM]	14%

#26 CCOC(=O)C(C)Sc1nc2c(c(=O)[nH]c(=O)n2C)n1C/C=C(/C)Cl (configuration not stated)
#27 CN1C(=O)CC(N2CCN(c3ccc(Cl)c(Cl)c3)CC2)C1=O (configuration not stated)
#28 COc1cc(OC)c2ccc(=O)oc2c1C(CC(=O)N1CCOCC1)c1ccc(N(C)C)cc1 (configuration not stated)
#29 CCNC(=S)Nc1cc(OCC)c(NC(=O)c2ccco2)cc1OCC
#30 CC1CN=C(c2cccn2Cc2ccc(F)cc2Cl)O1 (configuration not stated)

assay / compound	26	27	28	29	30
Lamin A splicing	-1%	-17%	nt	-11%	21%
Epigenetic reg	-3.4%	-1.0%	0.0%	0.1%	4.5%
Luc counter	3%	1%	nt	7%	-1%
IMPase Li cell	8%[38.3 µM]	21%[38.3 µM]	nt	6%	10%[38.3 µM]
GLA spleen mod	-15%	3%	1%	1%	-11%
CBFb-RUNX1 inh	-12%	5%	9%	-1%	0%
NPSR antagonist	-5%[46.1 µM]	2%[46.1 µM]	-11%	-10%	-25%[46.1 µM]

#31 Clc1ccc(/C=N/Nc2ccccn2)cc1
#32 Cn1cc(CN2CCC(O)CC2)c(-c2ccc(Oc3ccccc3)cc2)n1
#33 O=C(CSc1cn(Cc2ccccc2)c2ccccc12)N1CCOCC1
#34 O=C(Cn1cc(Cl)ccc1=O)c1ccc(Cl)cc1
#35 CC1CN(C2=CC(=O)CCC2)CC(C)O1 (configuration not stated)

assay / compound	31	32	33	34	35
Lamin A splicing	nt	nt	-11%	10%	13%[46 µM]
Epigenetic reg	3.2%	-1.2%	-0.8%	1.1%	-6.8%
Luc counter	-17%	nt	4%	2%	2%
IMPase Li cell	-6%	2%	30%[38.3 µM]	-1%	0%
GLA spleen mod	-18%	-1%	-2%	2%	7%
CBFb-RUNX1 inh	-11%	0%	-4%	-1%	0%
NPSR antagonist	0%	-18%	-24%[46.1 µM]	11%	8%

#36 Cc1ccc2c(c1)N(C(C)C(=O)NCc1ccc3c(c1)OCO3)C(=O)CO2 (configuration not stated)
#37 O=C(NCCO)c1cc2c(s1)CCC2
#38 Cn1c(=O)c2c(nc(SCc3cccnc3)n2Cc2ccc(F)cc2)n(C)c1=O
#39 Brc1ccc(-c2csc(Nc3nc(-c4ccc(Br)cc4)cs3)n2)cc1
#40 O=S(=O)(NCC1CC1)c1cccc(S(=O)(=O)N2CCCC2)c1

assay / compound	36	37	38	39	40
Lamin A splicing	nt	-2%[0.0737 µM]	6%	15%[46 µM]	-8%
Epigenetic reg	-3.1%	4.7%	-2.2%	0.0%	1.0%
Luc counter	nt	-7%	-2%	nt	-4%
IMPase Li cell	nt	-4%[38.3 µM]	21%[38.3 µM]	nt	17%[38.3 µM]
GLA spleen mod	7%	7%	-13%	-2%	2%
CBFb-RUNX1 inh	-1%	11%	5%	3%	8%
NPSR antagonist	-7%	3%[46.1 µM]	?	?	-7%[46.1 µM]

Later entries:
Sequence of screens: Lamin A splicing | Epigenetic reg | Luc counter | IMPase Li cell | GLA spleen mod | CBFb-RUNX1 inh | NPSR antagonist
41	COc1ccc(NC(=O)CCS(=O)(=O)c2ccc3c(c2)CCCN3C(C)=O)cc1Cl
→ 13% | -1.4% | -1% | 22%[38.3 µM] | 10% | -2% | -1%[46.1 µM]
42	Cc1ccc(C(=O)NC2CCN(CC(=O)Nc3cccc([N+](=O)[O-])c3)CC2)cc1
→ nt | 0.5% | 2% | 1% | 0% | 0% | 3%
43	COc1ccc(C(=O)/C(C)=N/O)cc1OC
→ -1% | -1.0% | 1% | 23%[38.3 µM] | -5% | 0% | 0%[46.1 µM]
44	CCOC(=O)C1=C(O)/C(=C\c2ccc(CNS(=O)(=O)c3ccc(Br)cc3)o2)N=C1C
→ 0% | 0.0% | 2% | -3% | -11% | -19% | -9%[46.1 µM]
45	CC1CCc2c(C(=O)NCCN3CCOCC3)csc2C1 (configuration not stated)
→ -2% | -1.9% | -4% | -14%[38.3 µM] | 6% | -3% | 1%[46.1 µM]
46	COc1ccc(-c2cc(C(=O)Nc3ccccc3F)on2)cc1
→ nt | 1.1% | -29% | ? | -2% | 6% | -37%
47	Cc1ccc(CSc2nnc(-c3cccc(S(=O)(=O)N4CCOCC4)c3)n2CC(C)C)cc1
→ ? | 0.0% | -3% | 12% | -1% | 2% | -10%
48	CS(=O)(=O)N1CCN(c2ccc(NC(=O)c3cccnc3Cl)cc2)CC1
→ 13% | -1.0% | -7% | 14%[38.3 µM] | 1% | 0% | 6%[46.1 µM]
49	CCOc1cc(C(=O)NCCOC)ccc1OC
→ -8% | -1.0% | 2% | 16%[38.3 µM] | 5% | 2% | 3%[46.1 µM]
50	CC(=O)Nc1cccc(/C(C)=N/NS(=O)(=O)c2ccccc2)c1
→ -9%[46 µM] | -1.6% | 7% | 6% | -3% | -5% | 12%
51	O=C(Nc1ccc(NC(=O)C2CC2)nc1)c1cnccn1
→ 11%[46 µM] | -5.0% | -7% | 5% | 3% | -3% | 10%
52	CCOC(=O)c1cnc(SC)nc1Oc1cccc(NS(=O)(=O)c2ccc(F)cc2)c1
→ 1% | -1.0% | -2% | -19%[38.3 µM] | 6% | -3% | ?
53	Cc1cccc(C)c1NC(=O)c1cn(-c2ccccc2)nc1-c1ccccc1
→ 9% | -1.2% | -3% | 1% | 2% | 9% | -21%
54	Cc1ccc(S(=O)(=O)N2CCC(C(=O)OCC(=O)N3CCc4ccccc43)CC2)cc1
→ 6% | 0.0% | -5% | -5%[38.3 µM] | 7% | -3% | -22%[46.1 µM]
55	Cc1cccc(C)c1NC(=O)CN(C)CC(=O)Nc1ccc(F)c(Cl)c1
→ 5%[46 µM] | 1.1% | -3% | 3% | -1% | 4% | -13%
56	Cc1ccc(CCNC(=O)c2nnn(-c3cccc(C)c3)c2N)cc1
→ ? | -2.0% | 4% | 20%[38.3 µM] | -8% | 3% | -21%[46.1 µM]
57	CCN(CC(=O)NC(C)C)C(=O)CCNC(=O)c1ccc(Cl)cc1
→ ? | 3.5% | -3% | 8%[38.3 µM] | 5% | 1% | -5%[46.1 µM]

Some of the compounds tested, so the mix of outcomes need not match the whole.
